From PubChem
FID counter: compounds displacing fluorescent DNA intercalator, primary screen, artefact control for HCV NS3 helicase inhibitor project, biochemical, FID fluorescence; DNA fluorescent intercalator displacement; inhibition, % at 7.9 µM; actives 0.17% (n = 290,000); in the data active = inhibition above about 37%;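 note: 0% = vehicle and 100% = reference compound; higher means more ethidium bromide displaced from hairpin DNA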
OXTR ag: human OXTR agonists, primary screen, fluorescence, CHO-OTR cells, Fluo-8 calcium | activation, % at 3 µM | Fluo-8 calcium fluorescence; normalized: DMSO 0%, oxytocin 100% | actives 0.32% (n = 320,000) | AID 2435, 2010 | Oxytocin receptor (Homo sapiens), P30559;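 active = activation above the mean of all tested compounds plus 3 SD, cutoff set per screening run, cut at about 20% in these data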;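 note: peak over basal fluorescence ratio from a 100 s FLIPR kinetic read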
VIM-2 inh: VIM-2 metallo-beta-lactamase inhibitors, primary screen, biochemical, epi-absorbance readout, Pseudomonas aeruginosa enzyme; actives 0.89% (n = 290,000); purified VIM-2, nitrocefin hydrolysis, epi-absorbance fluorescence; inhibition, % at 5.6 µM;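 active = inhibition above the mean of all tested compounds plus 3 SD, cutoff set per screening run, cut at about 7.5% in these data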;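 note: red hydrolysis product quenches plate fluorescence so inhibitors raise well fluorescence; 0% = enzyme with DMSO and 100% = DMSO without enzyme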
IMP-1 inhibitor: IMP-1 metallo-beta-lactamase inhibitors, primary screen, biochemical, epi-absorbance readout, Pseudomonas aeruginosa enzyme | actives 0.45% (n = 290,000) | purified IMP-1, nitrocefin hydrolysis, epi-absorbance fluorescence | metallo-beta-lactamase IMP-1 (Pseudomonas aeruginosa) | inhibition, % at 5.6 µM;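 active = inhibition above the mean plus 3 SD of all compounds in the same screening run, cut at about 4.5% in these data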;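 note: 0% = IMP-1 with DMSO and 100% = DMSO wells lacking enzyme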
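System: Purified recombinant IMP-1 metallo-beta-lactamase enzyme | Measured by: Fluorescence quenching readout, ex 480/em 530 nm | Replication: Singlicate | Incubation: 15 min preincubation plus 25 min reaction at 25 °C | Evaluation: Percent inhibition from optical density relative to buffer-blank wells | Benchmarks: DMSO with and without IMP-1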
GPR7 antagonist: GPR7 receptor antagonists, primary screen, cell-based, fluorescence, single concentration; GPR7-expressing cells, fluorescence antagonist assay; actives 1.1% (n = 290,000); AID 1861, 2009; inhibition, % at 4.4 µM; in the data active = inhibition above about 16%, passing the limit was not always enough;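 note: cells stimulated with the agonist NPW; 0% = agonist with vehicle and 100% = vehicle without agonist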
Target sequence (P48145 whole entry, looked up): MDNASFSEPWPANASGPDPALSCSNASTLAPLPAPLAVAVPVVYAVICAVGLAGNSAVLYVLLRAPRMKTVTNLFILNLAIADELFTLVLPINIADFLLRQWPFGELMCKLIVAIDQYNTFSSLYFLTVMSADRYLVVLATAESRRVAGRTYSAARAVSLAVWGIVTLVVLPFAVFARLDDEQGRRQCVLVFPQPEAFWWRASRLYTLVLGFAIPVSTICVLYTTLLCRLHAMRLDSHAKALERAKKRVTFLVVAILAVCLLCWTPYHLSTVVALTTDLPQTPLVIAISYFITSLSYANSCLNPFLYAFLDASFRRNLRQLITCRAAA
NS3 helicase inh: inhibitors of HCV NS3 helicase, primary screen, biochemical, Cy5 molecular beacon fluorescence | actives 0.56% (n = 290,000) | Hepatitis C virus NS3 helicase | AID 1800, 2009 | inhibition, % at 10.9 µM | NS3 helicase DNA unwinding;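 active = inhibition above the mean of all tested compounds plus 3 SD, set per campaign, cut at about 35% in these data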;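 note: 0% = DMSO wells and 100% = thioflavine S control wells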
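Material: hepatitis C virus NS3 helicase domain fragment enzyme; measured by: Cy5 fluorescence, 0 and 60 min reads; control set: DMSO and thioflavine S; incubation: 60 min unwinding reaction at 25 °C after ATP addition; read-out basis: % inhibition from 60/0 min fluorescence ratio, DMSO 0%, thioflavine S 100%; repeats: singlicate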
GalR3 antagonist: GalR3 antagonists in HEK293 cells, primary screen, cell-based, fluorescence readout | HEK293 GalR3-CNG cAMP membrane potential fluorescence; galR3 body fused to GalR1 C-terminus | inhibition, % at 3 µM | actives 0.44% (n = 360,000) | Galanin receptor type 3 (Homo sapiens), O60755;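 active = inhibition above the screen-wide average plus 3 SD, cut at about 13% in these data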;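 note: forskolin and galanin both at EC90 stimulate the cells; cAMP rise reported by CNG channel membrane potential dye signal; 0% = forskolin plus galanin with DMSO and 100% = forskolin alone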
Target sequence (O60755 1-299 limits assumed): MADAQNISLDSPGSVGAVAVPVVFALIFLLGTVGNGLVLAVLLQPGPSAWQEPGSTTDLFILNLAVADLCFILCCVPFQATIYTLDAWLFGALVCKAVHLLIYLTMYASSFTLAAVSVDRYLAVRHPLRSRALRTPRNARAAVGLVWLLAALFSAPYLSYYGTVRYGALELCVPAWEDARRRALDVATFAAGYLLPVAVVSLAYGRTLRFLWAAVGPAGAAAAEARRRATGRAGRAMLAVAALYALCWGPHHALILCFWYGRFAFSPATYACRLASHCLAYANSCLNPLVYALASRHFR
V1R ag counter: agonists of human V1a receptor, primary screen, counter-screen for OXTR agonist project, fluorescence, CHO-V1R cells; Fluo-8 calcium fluorescence, agonist mode; 0% DMSO, 100% 3 nM vasopressin; actives 0.25% (n = 320,000); activation, % at 3 µM; Vasopressin V1a receptor (Homo sapiens), P37288;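 active = activation above the mean activation of all tested compounds plus 3 SD, per screening run, cut at about 20% in these data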;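 note: signal is peak over basal fluorescence ratio across a 100 second FLIPR read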
PHOSPHO1 block: PubChem AID 1565; Phosphoethanolamine/phosphocholine phosphatase (Homo sapiens), Q8TCT1; actives 1.1% (n = 290,000); recombinant PHOSPHO1, absorbance phosphatase assay; inhibition, % at 13.3 µM; in the data active = inhibition above about 60%
Target sequence (Q8TCT1 whole entry, looked up): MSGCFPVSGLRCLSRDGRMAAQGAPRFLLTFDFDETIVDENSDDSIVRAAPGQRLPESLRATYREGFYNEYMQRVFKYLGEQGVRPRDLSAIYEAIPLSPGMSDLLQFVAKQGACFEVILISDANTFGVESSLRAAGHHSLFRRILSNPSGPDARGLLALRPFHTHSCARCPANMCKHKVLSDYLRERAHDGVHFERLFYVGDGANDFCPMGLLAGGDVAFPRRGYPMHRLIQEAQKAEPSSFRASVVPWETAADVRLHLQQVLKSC
The depositor's hits bear a star; . = no result given. Rows are unselected (roughly 4.3% active in at least one column).

SMILES	FID counter	OXTR ag	VIM-2 inh	IMP-1 inhibitor	GPR7 antagonist	NS3 helicase inh	GalR3 antagonist	V1R ag counter	PHOSPHO1 block
O=C(O)CSC1CC(=O)N(c2cccc(Cl)c2)C1=O (stereo unspecified)	11	0.4	0.9	1.1	4	15	-4	-0.1	9
CN(C)S(=O)(=O)c1ccc(C(=O)NCc2ccccc2)cc1	1	0.1	0.1	-1.1	5	2	-4	0.5	-12
CCOC(=O)c1ccc(N=c2sc(C(=O)OC)cc(=O)n2C2CC2)cc1	-4	0.5	0.4	-0.8	0	2	0	0.1	.
CCCCC(=O)Nc1nnc(-c2ccco2)o1	0	0.2	-1.2	-0.2	0	1	-5	0.6	34
CCOC(=O)Cn1c(CN2CCc3ccccc3C2)nc2c1c(=O)n(C)c(=O)n2C	-14	-1.1	-2.5	-2.5	-2	4	.	0.9	19
CCOc1cc(CNCc2ccncc2)cc(Br)c1OCc1ccc(F)cc1	12	1.5	-3.7	-2.5	-2	-48	-4	4.8	25
COc1ccc(CN2CCN(C(=O)Cn3ncn4cccc4c3=O)CC2)c(OC)c1OC	-16	0.8	-1.0	-2.6	-4	-1	2	1.1	7
COc1ccc2c(c1OC)C(=O)N(c1ccccc1)C2=O	-7	-0.1	1.3	0.7	-2	-3	6	0.0	33
CN1CCCN(C(=O)c2ccc(Cl)s2)CC1	-1	-0.5	-1.1	-1.7	-15	3	2	-0.4	3
Cc1ccc(CC(C(=O)O)C(C)C(=O)Nc2ccc(F)cc2)cc1 (stereo unspecified)	-11	.	-2.7	-2.0	-10	9	-9	.	48
O=c1c(-c2nc3ccccc3s2)cccn1Cc1ccc(Cl)c(Cl)c1	1	1.1	-1.4	-0.2	1	10	-3	1.0	6
O=C(NCCN1CCOCC1)c1cc2ccccc2oc1=O	-3	2.1	0.9	0.0	-6	7	-7	-0.9	26
Oc1ccccc1/C=C/c1noc(-c2ccccc2O)n1	2	-0.7	-1.6	-1.4	-2	-6	-6	-0.8	21
CC(C)CCn1cnc2c(oc3nc4c(cc32)CCCC4)c1=O	-21	-0.4	0.0	-2.3	7	0	-4	0.9	16
COc1cc(CNCc2cc(OC)ccc2OC)cc(OC)c1	11	7.1	-1.6	-2.5	-10	0	-2	3.1	25
Cn1c2c(c3cc([N+](=O)[O-])ccc31)CCCC2	-1	-0.6	-2.1	-3.7	-10	20	-6	0.1	19
Cc1cc(C(=O)OCC(=O)Nc2cccc(S(N)(=O)=O)c2)c2ccccc2n1	1	0.3	1.4	-1.0	-8	13	-1	0.3	25
CCC(=O)NCCC(c1ccco1)c1ccccc1OC (stereo unspecified)	-22	-0.2	2.0	0.0	8	4	-2	0.0	-4
O=S(=O)(c1ccc(Cl)cc1)n1nnc2ccccc21	-1	1.4	-2.5	-1.5	-6	1	5	0.9	-9
Cc1noc(C(F)(F)F)c1C(=O)NNC(=O)c1ccccc1	-4	0.3	-3.2	-1.9	-10	-3	-5	0.2	39
O=C(CN1CCCC1)NC12CC3CC(CC(C3)C1)C2	3	1.8	-0.7	-2.6	-2	-1	0	-0.2	-3
CCOC(=O)CC(NC(=O)CCc1c(C)nc2ncnn2c1C)c1ccc(C)cc1 (stereo unspecified)	-7	-1.0	-2.1	-0.3	-3	-1	1	-1.1	-20
O=C1NCCCc2c1oc1ccc(O)cc21	1	0.1	-2.7	-2.0	-9	3	0	0.0	23
CC(=O)N1c2ccc(S(=O)(=O)NCCC(=O)Nc3ccc(F)cc3C)cc2CC1C (stereo unspecified)	-17	3.4	-4.3	-2.8	-2	13	-7	7.0	18
CCc1ccccc1NC(=S)N(CCN1CCCCCC1)Cc1ccco1	-2	0.1	-4.4	-0.5	-13	-2	-4	0.1	-8

By substructure, the compounds so far with four or more nitrogen atoms.
SMILES	FID counter	OXTR ag	VIM-2 inh	IMP-1 inhibitor	GPR7 antagonist	NS3 helicase inh	GalR3 antagonist	V1R ag counter	PHOSPHO1 block
CCOC(=O)Cn1c(CN2CCc3ccccc3C2)nc2c1c(=O)n(C)c(=O)n2C	-14	-1.1	-2.5	-2.5	-2	4	.	0.9	19
COc1ccc(CN2CCN(C(=O)Cn3ncn4cccc4c3=O)CC2)c(OC)c1OC	-16	0.8	-1.0	-2.6	-4	-1	2	1.1	7
CCOC(=O)CC(NC(=O)CCc1c(C)nc2ncnn2c1C)c1ccc(C)cc1 (stereo unspecified)	-7	-1.0	-2.1	-0.3	-3	-1	1	-1.1	-20

Carrying on:
SMILES	FID counter	OXTR ag	VIM-2 inh	IMP-1 inhibitor	GPR7 antagonist	NS3 helicase inh	GalR3 antagonist	V1R ag counter	PHOSPHO1 block
Nc1ccccc1-n1c(=O)n(Cc2ccccc2F)c(=O)c2[nH]cnc21	-5	-0.7	-3.9	-2.6	-13	6	1	0.8	47
OC1(c2ccc(OC(F)F)cc2)CSC(=Nc2cccnc2)N1Cc1ccco1 (stereo unspecified)	-25	.	-2.4	-3.9	20*	-14	-12	.	48
Cc1noc(NC(=O)c2cccc(C(F)(F)F)c2)c1Cl	0	0.3	-2.4	-2.0	-2	1	-3	1.9	45
Cc1cccn2c(=O)c3cc(C#N)c(=N)n(CC4CCCO4)c3nc12 (stereo unspecified)	2	.	-0.2	-3.9	-11	3	.	.	.
O=C(c1ccccc1F)N1CCCC(C(=O)N2CCN(c3ccccc3)CC2)C1 (stereo unspecified)	-33	-0.7	-1.4	-1.5	-5	0	0	1.4	28
Nc1nc(Cl)cc(NCCc2ccccc2)n1	6	3.1	-0.2	-2.7	1	-4	-9	5.7	32
CN(C)S(=O)(=O)c1cccc(NC(=S)NN=C(Cc2ccccc2)Cc2ccccc2)c1	-4	-2.2	15*	-4.4	2	-4	-4	-0.6	18
CCC(C)NC(=O)C(Cc1ccccc1)NS(=O)(=O)c1ccc2c(c1)CCC(=O)N2 (stereo unspecified)	-7	1.4	-2.7	-1.6	-20	0	4	-0.2	28
CCOc1cc(C(=O)O)cc(Cl)c1OCC#N	0	0.4	-1.9	-6.5	-9	8	-2	0.0	24
CC(=O)/C(=N\Nc1ccccc1)Sc1cccc2cccnc12	-17	-2.5	-3.6	-4.0	1	-7	-13	-0.4	-21
Cc1nc(SCCOc2ccccc2)[nH]c(=O)c1Cc1ccccc1	1	-0.5	1.4	-0.6	-2	-1	-3	0.4	9
Cn1c(NC(=O)c2ccco2)cc(=O)n(C)c1=O	-3	1.0	-1.5	-2.2	-1	8	1	0.5	-4
CN1C(=O)NC(c2ccccc2)C2=C1CN(Cc1ccccc1)C2=O (stereo unspecified)	-3	-2.0	-1.0	-0.8	1	8	.	-0.6	.
Cc1ccc(S(=O)(=O)Nc2ccccc2/C=N/c2nc3ccccc3n2C)cc1	6	-0.9	-3.5	-0.5	-1	6	.	-0.9	10
COc1cc(C(C(=O)NC(C)(C)C)N(Cc2ccccc2)C(=O)c2cnccn2)cc(OC)c1OC (stereo unspecified)	-17	0.5	-0.3	-2.4	-7	11	-2	-0.4	-25
CCC(=O)NNC(=O)c1cc(COc2cc(Cl)cc(Cl)c2)on1	-9	3.8	-4.2	-3.2	-7	5	1	2.1	-16
Cc1ccccc1C(=O)OC(C)CN1CCOCC1 (stereo unspecified)	-2	-0.8	-7.0	-3.5	-3	-3	-5	-0.6	26
C=CCNC(=O)COC(=O)c1cc(S(=O)(=O)N2CCOCC2)ccc1N1CCCCC1	-5	-0.5	-1.4	-5.4	-3	1	-7	0.2	14
COC(C(=O)NNC(=O)Cc1ccc(Cl)cc1)c1ccccc1 (stereo unspecified)	-8	0.2	-4.1	-2.4	-6	-3	-5	-1.1	12
CCOCCCNCC(O)c1ccccc1 (stereo unspecified)	2	-1.6	-1.7	-0.8	-7	8	-2	0.1	-11
COc1ccc(-c2csc(/C(C#N)=C(\O)CSc3nccn3C)n2)cc1OC	-2	0.1	-1.5	0.1	-1	4	-1	1.0	36
CCOc1ccccc1C(=O)Nc1cnn(Cc2ccc(F)cc2)c1	-33	-2.2	-4.5	-4.7	-8	-28	-8	-0.1	-1
COc1nc(NC(C)(C)C)nc(Oc2ccc(=O)n(-c3ccccc3)n2)n1	-21	0.2	-0.4	-1.7	4	-4	0	-0.5	4
COc1ccc(N2CCN(C(=O)c3cc(=O)c4cc(Cl)ccc4o3)CC2)cc1	-31	7.2	-0.6	-0.7	1	-13	-12	9.3	7
CCc1cc(C(=O)OC)c(NC(=O)CN2CCN(C(=O)C3CCCO3)CC2)s1 (stereo unspecified)	-40	0.2	-2.3	-1.9	-13	4	-5	0.3	41
COc1ccc(N(C(=O)c2cccc([N+](=O)[O-])c2)S(=O)(=O)c2cccs2)cc1	2	-0.7	-2.6	-3.5	11	-1	-5	0.2	-5

Individual results from the list:
Value of Cc1noc(NC(=O)c2cccc(C(F)(F)F)c2)c1Cl in OXTR ag: 0.3
Value of Nc1ccccc1-n1c(=O)n(Cc2ccccc2F)c(=O)c2[nH]cnc21 in V1R ag counter: 0.8
Value of O=C(O)CSC1CC(=O)N(c2cccc(Cl)c2)C1=O (stereo unspecified) in V1R ag counter: -0.1
Value of Cc1nc(SCCOc2ccccc2)[nH]c(=O)c1Cc1ccccc1 in PHOSPHO1 block: 9
